Assay outcomes (PubChem BioAssay)
Myeloid diff 2: compounds promoting myeloid differentiation; ER-HoxA9 myeloid progenitors, lysozyme-GFP differentiation, flow cytometry; calls only at 10 µM; 360,000 tested, 1% active;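 active = normalized GFP-positive differentiation at or above the plate's own cutoff, the solvent-only control mean plus 3 SD; inconclusive = no clear call, values can overlap the other calls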;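 note: cells exposed to compound for four days before flow analysis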
Myeloid diff 2 GFP+ MAC1+ %: second read-out of Myeloid diff 2, no call of its own (marks repeat the call); GFP+ MAC1+ double positive, %; measured here: differentiation confirmed by MAC1 staining
* = called active by the depositor; i = inactive; ? = inconclusive; . = not tested or not shown.

SMILES | Myeloid diff 2 | Myeloid diff 2 GFP+ MAC1+ %
COc1ccc(C(c2nnnn2-c2ccc3c(c2)OCCO3)N2CCN(C/C=C/c3ccccc3)CC2)cc1 (stereo not given) | i | 1.6
COc1cc(C)ccc1OCC(=O)NCC1CCCO1 (stereo not given) | i | 0.9
Nc1[nH]c(C(=O)c2ccccc2)c(-c2ccc([N+](=O)[O-])cc2)c1C(=O)NCCc1c[nH]c2ccccc12 | i | 1.5
CC(Oc1ccccc1Cl)C(=O)Nc1ccc(S(=O)(=O)N2CCN(C)CC2)cc1 (stereo not given) | i | 0.7
C(=C\c1ccc2nncn2c1)/c1ccccc1 | i | 3.5
COc1cc(OC)cc(-c2noc([C@H]3C[C@H](O)[C@@H](CO)O3)n2)c1 | i | 1.3
CCOc1ccc(NC(=O)COc2ccc3c(c2)CCC3)cc1OC | i | 0.6
CC(=O)Oc1ccccc1Cn1c(C)c(C(=O)NCc2ccc(F)cc2)sc1=O | i | 1.1
CN(CC1CCCN(CCc2ccccc2F)C1)C(=O)c1cc2ccccc2o1 (stereo not given) | i | 0.3
O=C1C=C(c2ccc3cc[nH]c3c2)C[C@@H](c2ccc3c(c2)OCO3)C1 | i | 2.4
O=C(Nc1ccccc1N1CCOCC1)c1ccncc1 | i | 1.1
Cc1ccccc1-c1cc2nc(Nc3ccc(F)cc3)n(C)c(=O)c2s1 | i | 0.8
CCCCN(C(=O)c1ccc(N2CCCC2=O)cc1)c1c(N)n(CC(C)C)c(=O)[nH]c1=O | i | 1.9
O=c1oc(=S)oc2c1[C@H](c1ccc(Cl)cc1)O[C@H](C1CCCC1)C2 | i | 0.6
COc1cccc(N2CCN(c3ccc(S(=O)(=O)N4CCN(C)CC4)cc3[N+](=O)[O-])CC2)c1 | i | 0.5
Nc1nc2c(Br)ccc(Br)c2cc1C(=O)NCc1cccc2ccccc12 | i | 0.7
COCCNC(=O)c1ccc2c(c1)S(=O)(=O)c1cc(Cl)ccc1C2=O | i | 0.9
CCc1ccc(C(=O)CSc2nnc(C3CC3)n2C2CC2)cc1 | i | 0.5
COc1ccccc1CNC(=O)COC(=O)Cc1cccc(F)c1 | i | 0.5
CCCCCCCCN1C(=O)[C@H](CC(=O)N2CCCCC2)C[C@@]2(C(=O)OCC)CCCC=C12 | i | 1.3
Cc1ccc(S(=O)(=O)N2CCN(CN3C(=O)CC4(CCCC4)C3=O)CC2)cc1 | i | 0.5
CCN(c1ccccc1)S(=O)(=O)c1ccc(OC)c(NC(=O)CN2C(=O)NC(C)(C)C2=O)c1 | i | 1.7
CN1CCN(c2ncnc3c2ncn3[C@H]2CN(Cc3ccc(F)cc3)C[C@@H](CO)O2)CC1 | i | 0.4
COC/C=C/C1=CC(=O)C[C@H](c2ccc3c(c2)OCO3)C1 | i | 0.6
C1=C[C@@H]2CCN(Cc3ccccc3)Cc3cccc(c32)C1 | i | 1.3
COc1ccc(-c2nc3cc(C)c(Br)c(C)n3c2Cc2ccc(C)cc2)cc1OC | i | 0.9
CCC(c1nnnn1-c1ccc2c(c1)OCCO2)N1CCN(c2cc(C)ccc2C)CC1 (stereo not given) | i | 1.4
COc1ccc(/C=N/NC(=O)c2sccc2C)c2ccccc12 | i | 0.8
COc1ccccc1C(=O)N1CCN(C(=O)c2oc3c(C)c(C)ccc3c2C)CC1 | i | 0.9
CCCN(CC(=O)Nc1ccccc1OC)C(=O)c1ccc(S(=O)(=O)NCc2ccco2)cc1 | i | 1.5
C[C@@H](OC(=O)c1[nH]cnc1C(=O)N1CCc2ccccc2C1)c1ccccc1 | i | 1.0
CN(C(=O)CSc1ncnc2sc3c(c12)CCCC3)C1CCS(=O)(=O)C1 (stereo not given) | i | 0.5
CN(C)Cc1ccc(CNC(=O)c2ccc(Cl)c(S(=O)(=O)NC3CC3)c2)cc1 | i | 1.4
C=Cc1ccc(Cn2c(C)c(C(=O)NCCC#N)sc2=O)cc1 | i | 2.3
COc1ccc(CNC(=O)c2cn(Cc3ccccc3F)c(=O)s2)cc1 | i | 2.8
O=C(CNC(=O)c1ccc(Br)o1)OCc1ccc(Br)cc1 | i | 0.5

In a second layout: 6 of the compounds above
SMILES	Myeloid diff 2	Myeloid diff 2 GFP+ MAC1+ %
COc1ccc(/C=N/NC(=O)c2sccc2C)c2ccccc12	i	0.8
COc1ccccc1C(=O)N1CCN(C(=O)c2oc3c(C)c(C)ccc3c2C)CC1	i	0.9
CCCN(CC(=O)Nc1ccccc1OC)C(=O)c1ccc(S(=O)(=O)NCc2ccco2)cc1	i	1.5
C[C@@H](OC(=O)c1[nH]cnc1C(=O)N1CCc2ccccc2C1)c1ccccc1	i	1.0
CN(C(=O)CSc1ncnc2sc3c(c12)CCCC3)C1CCS(=O)(=O)C1 (stereo not given)	i	0.5
CN(C)Cc1ccc(CNC(=O)c2ccc(Cl)c(S(=O)(=O)NC3CC3)c2)cc1	i	1.4

Going on with the list:
SMILES | Myeloid diff 2 | Myeloid diff 2 GFP+ MAC1+ %
Cc1ccccc1NC(=O)C(C)OC(=O)C1CC(=O)N(Cc2ccco2)C1 (stereo not given) | i | 0.9
O=C(CNC(=O)c1ccc(Cl)cc1Cl)OCCOc1ccccc1F | i | 0.4
Cc1ccnc(SC2CC(=O)N(c3ccccc3)C2=O)n1 (stereo not given) | i | 2.2
COc1ccc(C(=O)C(C)OC(=O)c2nc3nccc(C)n3n2)cc1 (stereo not given) | ? | .
CC(C)c1ccc(CC(=O)N2CCC2(C)C(=O)NS(=O)(=O)c2ccc(Cl)s2)cc1 (stereo not given) | i | 0.6
COc1ccc(C2=CCCCCC2)c(OC)c1OC | i | 0.9
COc1cc(C(=C(CC(=O)O)C(=O)O)c2ccc3c(c2)OCO3)cc(OC)c1OC | i | 1.1
Oc1cncc(-c2cccnc2)c1 | i | 1.5
O=C(Nc1ccc(Nc2ccccc2)cc1)c1ccc(Cl)cc1 | i | 0.2
COc1ccc(C=NNC(=O)CCCC(=O)NN=Cc2ccc(OC)c(OC)c2)cc1OC | i | 0.6
CCn1nnnc1SCC(=O)N(C)C1CCS(=O)(=O)C1 (stereo not given) | i | 0.6
CCC1(CC)C(=O)NC(=S)N=C1N | i | 1.2
O=C(CSc1nc2ccccc2o1)NC1CCS(=O)(=O)C1 (stereo not given) | i | 0.6
CCc1ccc(N2CC(C(=O)OCC(=O)Nc3ccc(C#N)cc3)CC2=O)cc1 (stereo not given) | i | 1.8
O=C1NC(=O)C2(CCCCC2C2CCCCC2)N1 (stereo not given) | i | 0.9
O=C(NC1CCCCC1)C(c1ccccc1)n1c(=O)c(-c2ccco2)nc2ccccc21 (stereo not given) | i | 1.9
O=C(Nc1cccc2ccccc12)N(c1ccccc1)c1ccccc1 | i | 1.2
CCCCN(C(=O)C(C)(C)Oc1ccc(Cl)cc1)c1c(N)n(CCC)c(=O)[nH]c1=O | i | 0.6
CCNC(=O)Nc1cc(S(=O)(=O)N2CCOCC2)ccc1N1CCCCC1 | i | 0.7
CC1(C)C(C(N)=O)C(=O)NC(=O)C1C(N)=O (stereo not given) | i | 0.5
CCCCn1nc(C(=O)N(C)C2CCCCC2)c2ccccc2c1=O | i | 0.7
O=[N+]([O-])c1ccccc1S(=O)(=O)N1CCN(S(=O)(=O)c2ccc3c(c2)OCCO3)CC1 | i | 0.6
COC(=O)[C@]12CCCCC=C1N(Cc1ccccc1)C(=O)[C@H](CC(=O)NCCC(C)C)C2 | i | 0.5
CNc1nc(OCC(F)(F)F)nc(OCC(F)(F)F)n1 | i | 0.4
O=C(NCCN1C(=O)S/C(=C/c2cccnc2)C1=O)c1ccc(S(=O)(=O)N2CCCC2)cc1 | i | 1.4
C[C@@H](NC(=O)c1[nH]cnc1C(=O)Nc1ccon1)c1ccccc1 | i | 1.5
Cc1ccc(C(=O)Nc2cccc(C(O)c3ccccc3)c2)cc1 (stereo not given) | i | 0.9
COc1ccc(NC(=O)C(C2CC2)n2c(=O)c(-c3cc4ccccc4[nH]3)nc3ccccc32)cc1 (stereo not given) | i | 1.9
CCCCn1c(N)c(N(Cc2ccccc2OC)C(=O)c2cc(CC)c(C)s2)c(=O)[nH]c1=O | i | 0.6
C=CCCC(=O)N1C[C@H]2CON(C)[C@H]2C[C@H]1c1ccccc1Br | i | 0.2
O=C(NCC(c1ccco1)N1CCCCC1)c1cnc(Cl)c(Cl)c1 (stereo not given) | i | 1.1
O=S(=O)(c1ccc(Cl)nc1)N1CCOCC1 | i | 0.5
CCOc1ccc(NC(=S)NC(=O)c2cncc(Br)c2)cc1 | i | 0.6
CN(C)C(=O)c1cccc(-c2cccc(-c3nc(C(=O)NCc4ccccc4)cc4c3[C@@H](CCO)N(S(=O)C(C)(C)C)C4)c2)c1 (stereo not given in full) | i | 1.0
CC1NC(=O)c2cccnc2-n2c1nc1cc(F)c(F)cc1c2=O (stereo not given) | i | 0.3
COc1ccc(CN2CCC2(C)C(=O)Nc2cccc(NS(C)(=O)=O)c2)c2ccccc12 (stereo not given) | i | 1.1

3 compounds already listed, sorted by number of heavy atoms, smallest number first:
SMILES | Myeloid diff 2 | Myeloid diff 2 GFP+ MAC1+ %
Oc1cncc(-c2cccnc2)c1 | i | 1.5
CC1(C)C(C(N)=O)C(=O)NC(=O)C1C(N)=O (stereo not given) | i | 0.5
CCn1nnnc1SCC(=O)N(C)C1CCS(=O)(=O)C1 (stereo not given) | i | 0.6

Other records follow:
SMILES | Myeloid diff 2 | Myeloid diff 2 GFP+ MAC1+ %
CCCCCNC(=O)C(c1ccnc2ccccc12)n1c(=O)c(-c2ccccc2)nc2ccccc21 (stereo not given) | i | 4.0
O=C(O)c1cc2ccccc2[nH]1 | i | 3.4
Cc1noc(C)c1C(=O)N1CCC1(C)C(=O)NS(=O)(=O)c1cccc(Cl)c1 (stereo not given) | i | 0.8
COC(=O)[C@]12CCCCC=C1N(Cc1ccco1)C(=O)[C@H](CC(=O)N1CCSCC1)C2 | i | 1.7
COc1ccc(N2CCN(C(=O)c3ccc(S(=O)(=O)N4CCCCCC4)cc3)CC2)cc1 | i | 0.5
COc1ccc(NS(=O)(=O)c2cc(NS(=O)(=O)c3cccs3)ccc2C)cc1 | i | 2.0
Cc1ccc(CNC(=O)Nc2nnc([C@@H]3C[C@H](O)[C@@H](CO)O3)s2)cc1 | i | 0.9
CCOC(=O)Nc1ccc2c(c1)C(=NNC(N)=S)c1ccccc1-2 | i | 1.3
COCCn1c(=S)[nH]c2cc(C(=O)NCc3ccccc3)ccc2c1=O | i | 1.0
O=C(CCCCCCCC(=O)N1CCCC1)N1CCCC1 | i | 1.0
CC(=O)Nc1cccc(-c2ccnc3c2CC(C(=O)Nc2ccccc2)O3)c1 (stereo not given) | i | 0.4
CN(CCc1ccccc1)C(=O)c1ccc(NC(=O)Cc2ccc(NC(=O)C3CCN(C(=O)C4CC4)CC3)cc2)cc1 | i | 1.7
Cc1ccc(S(=O)(=O)NCC(=O)OCC(=O)Nc2cccc(S(=O)(=O)N3CCOCC3)c2)cc1 | i | 0.4
CCOC(=O)CC1(C)NC(C(=O)O)C(C)(C)S1 (stereo not given) | i | 1.2
CCC(c1nnnn1-c1ccc2c(c1)OCCO2)N1CCN(C(=O)C2CCCO2)CC1 (stereo not given) | i | 1.0
CCCNc1ncc2c(=O)[nH][nH]c(=O)c2n1 | i | 1.3
CCN(CC)C(=O)n1nc(C)c(CN2C(=O)c3ccccc3C2=O)c1C | i | 1.0
COc1ccc(S(=O)(=O)N2CCOCC2)cc1NC(=O)C1CCCN1C(=O)c1cccs1 (stereo not given) | i | 0.2
COCCN1C(=O)COc2ccccc2C1C(=O)NCc1ccccc1 (stereo not given) | i | 1.5
CC1(Cc2ccc(F)cc2)C(=O)Nc2ccc(-c3cccnc3)cc21 (stereo not given) | i | 1.1
Cc1cccc(NC(=O)CN(C)CC(=O)NC(c2ccccc2)c2ccccc2)c1C | i | 0.3
COc1ccccc1CNC(=O)COC(=O)c1ccc([N+](=O)[O-])o1 | i | 1.5
CCCNC(=O)c1cc(C2CCCN(C(=O)c3ccc4ccccc4c3)C2)on1 (stereo not given) | i | 0.6
COc1cc(CC(=O)Nc2cccc(S(=O)(=O)N(C)c3ccccc3)c2)cc(OC)c1OC | i | 0.6
O=C(C[n+]1cccc(C(=O)N/N=C/c2cccc([N+](=O)[O-])c2)c1)c1ccccc1 | i | 0.6
CC(c1ccc(F)cc1)n1cc(S(=O)(=O)N2CCCC2)ccc1=O (stereo not given) | i | 0.6
OCCN1CCN(c2ncnc3c2ncn3[C@H]2CN(Cc3ccncc3)C[C@@H](CO)O2)CC1 | i | 0.7
CC(C)(C)n1nnnc1C(C1CC1)N1CCN(C/C=C/c2ccccc2)CC1 (stereo not given) | i | 0.5
CCOC(=O)C1=CC[C@@H](c2ccc(F)cc2)N(S(=O)(=O)c2ccc(C)cc2)[C@H]1c1ccccc1 | i | 1.5
CCCCN(C)c1c(C)nc2ccc(C(=O)N(C)Cc3ccco3)cn12 | i | 1.2
COc1ccc(S(=O)(=O)N(C)CC(=O)NCCCN2CCOCC2)cc1C | i | 0.2
CCc1nc2c(OCC(=O)C(C)(C)C)cccn2c1N(C)C(=O)C1CC1 | i | 0.4
N#CCCCc1cn(-c2nc3ccccc3s2)nn1 | i | 2.1
O=c1cc(CCc2ccccc2)[nH]c(=O)[nH]1 | i | 1.2
CN(C)c1ccc(CC(=O)N2CCCC(c3cc(C(=O)Nc4ccc5c(c4)OCO5)no3)C2)cc1 (stereo not given) | i | 1.2
Cc1cc(=O)oc2cc(OCC(=O)N3CCN(c4ccccc4)CC3)ccc12 | i | 1.0

Full records from above. Order of values: Myeloid diff 2, Myeloid diff 2 GFP+ MAC1+ %
Shown for CCOc1ccc(NC(=S)NC(=O)c2cncc(Br)c2)cc1 = i, 0.6
Shown for O=c1cc(CCc2ccccc2)[nH]c(=O)[nH]1 = i, 1.2
Shown for Cc1ccc(S(=O)(=O)N2CCN(CN3C(=O)CC4(CCCC4)C3=O)CC2)cc1 = i, 0.5
Shown for O=C(CNC(=O)c1ccc(Cl)cc1Cl)OCCOc1ccccc1F = i, 0.4

The list is partial. The share of hits here may be higher or lower than overall.
